GLP-1R agonist: qHTS of GLP-1 Receptor Agonists; Glucagon-like peptide 1 receptor (Homo sapiens), P43220; HEK293 GLP-1R CRE-luciferase, luminescence, 4-6 h; cells express a hypersensitive GLP-1R form; Potency, µM (top dose mostly 45.6 µM), for inactives: at the highest dose activation, hits mostly activators; 0.007% of 380,000 active; AID 624172, 2012; also: potency is read from the fitted curve at half-maximal effect; % of control where 0% means no effect
GLP1R cytotox: qHTS of GLP-1 Receptor Inverse Agonists: Cytotox Screen | HEK293 cAMP-luciferase reporter cells, luminescence, 24 h | Potency, µM (titrated, usually from 38.3 µM), for the others: top-dose activity change, negative = inhibition, most hits filed as inhibitors | 0.13% of 410,000 active;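 also: loss of luciferase light is scored as toxicity; potency is read from the fitted curve at half-maximal effect; % is scaled to controls: 0 for no effect and ±100 for the full control effect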
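Quantitative HTS format, 1536 wells, 200 cells/uL seeded. Compounds: 23 nL, 24 h, 37 °C. Detection: luciferase reagent, luminescence at 12 min RT; decreased signal taken as cytotoxic.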
GLP1R inv ag: qHTS of GLP-1 Receptor Inverse Agonists (Inhibition Mode); Glucagon-like peptide 1 receptor (Homo sapiens), P43220; HEK293 GLP-1R CRE-luciferase, luminescence, 24 h; GLP-1R form is constitutively active; Potency, µM (highest dose often 38.3 µM), for the others: at the highest dose activity change, negative = inhibition, most hits filed as inhibitors; 1.6% of 410,000 active; also: potency is read from the fitted curve at half-maximal effect; % is scaled to controls: 0 for no effect and ±100 for the full control effect; nearly all actives have a fitted effect of over 55% in size
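Inverse agonism was detected as reduced cAMP-driven luciferase luminescence after 24 h compound treatment. The cells were HEK293 clones expressing constitutively active human GLP-1R with the reporter. Reporter-only and GPR119 cell lines served as counterscreen controls.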
DRD3 agonist: qHTS of D3 Dopamine Receptor Agonist: qHTS; 0.58% of 410,000 active; D3R DiscoveRx beta-arrestin cells, luminescence, 90 min; AID 652048, 2013; D(3) dopamine receptor (Homo sapiens), P35462; max activation, %; in the data active = max activation above about 30%; also: 0% is about no effect; mostly tested at two doses, the higher about 12 µM
Target sequence (P35462 whole entry, looked up): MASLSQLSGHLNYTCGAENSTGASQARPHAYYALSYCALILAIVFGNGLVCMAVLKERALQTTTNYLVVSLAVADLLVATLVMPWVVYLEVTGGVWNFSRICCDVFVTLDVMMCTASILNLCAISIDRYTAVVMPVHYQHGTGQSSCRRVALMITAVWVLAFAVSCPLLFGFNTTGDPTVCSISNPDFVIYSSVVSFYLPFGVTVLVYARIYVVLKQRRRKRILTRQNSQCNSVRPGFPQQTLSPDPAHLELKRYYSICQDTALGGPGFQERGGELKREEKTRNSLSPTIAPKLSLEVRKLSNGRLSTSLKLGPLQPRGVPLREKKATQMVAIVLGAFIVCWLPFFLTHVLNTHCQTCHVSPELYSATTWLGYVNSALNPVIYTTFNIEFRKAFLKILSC
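Agonist mode: compounds and dopamine controls were applied to plated cells for 90 min at 37 degrees C after an overnight attachment at 1500 cells/well. Luminescent read-out followed 30 - 60 minutes at room temperature with DiscoveRx detection reagent.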
PTHR1 ag: qHTS for PTHR1 Agonists: Primary Screen; HEK293 GP2 PTHR1 cells, GloSensor cAMP luminescence, 1 h; 0.075% of 410,000 active; Potency, µM (series often up to 115 µM), for inactives: at the highest dose activation, usual class: activators; Parathyroid hormone/parathyroid hormone-related peptide receptor (Homo sapiens), Q03431; also: potency is read from the fitted curve at half-maximal effect; nearly all actives have a fitted effect of over 55% in size; some results filed as inactive show a strong effect at the top dose; inactives centre near -15; many of its hits are not listed in these tables
Target sequence (Q03431 whole entry, looked up): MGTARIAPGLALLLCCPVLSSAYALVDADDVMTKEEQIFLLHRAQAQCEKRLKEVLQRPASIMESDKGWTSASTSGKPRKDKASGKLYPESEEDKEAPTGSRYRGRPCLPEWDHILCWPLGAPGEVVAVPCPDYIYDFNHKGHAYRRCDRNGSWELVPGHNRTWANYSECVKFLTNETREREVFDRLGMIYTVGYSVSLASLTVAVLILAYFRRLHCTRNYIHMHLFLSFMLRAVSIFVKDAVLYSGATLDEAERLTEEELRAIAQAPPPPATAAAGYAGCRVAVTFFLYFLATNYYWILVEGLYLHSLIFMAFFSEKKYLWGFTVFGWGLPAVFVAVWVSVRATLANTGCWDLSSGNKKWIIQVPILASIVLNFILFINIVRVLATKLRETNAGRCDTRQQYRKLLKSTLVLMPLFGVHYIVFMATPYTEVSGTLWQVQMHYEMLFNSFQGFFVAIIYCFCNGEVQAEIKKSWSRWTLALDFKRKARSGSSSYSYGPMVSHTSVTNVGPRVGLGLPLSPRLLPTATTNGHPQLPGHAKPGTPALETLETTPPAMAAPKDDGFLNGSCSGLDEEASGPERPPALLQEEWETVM
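HEK-293-derived GP2 cells expressing PTHR1 and a GloSensor cAMP reporter, 3,000/well, plated overnight, given luciferin plus IBMX (each 0.5 mM as added) for 1 h at 37 °C, then compound for 1 h at 37 °C. Luminescence was read after 15 min at room temperature.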
DRD3 antagonist: qHTS of D3 Dopamine Receptor Antagonist: qHTS; D(3) dopamine receptor (Homo sapiens), P35462; D3R cells, DiscoveRx beta-arrestin luminescence, antagonist mode; active compounds read low; max response, negative = inhibition, %; 2.5% of 360,000 active; AID 652054, 2013; in the data active = max response below about -50%; inconclusive = no clear call, values can overlap the other calls; also: % is scaled to controls: 0 for no effect and ±100 for the full control effect; mostly tested at two doses, the higher about 12 µM
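Cells expressing the human receptor were seeded at 1500 cells/well, incubated overnight at 37 degrees C in 5% CO2, then exposed to library compounds with dopamine controls for 90 minutes at 37 degrees C before luminescent detection.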
aSyn rescue: qHTS of alpha-syn Inhibitors. Potency, µM (titrated, usually from 46.1 µM), without a hit: at the highest dose growth rescue (activation), usual class: activators. 0.14% of 370,000 active. Yeast expressing alpha-synuclein, growth rescue, BacTiter-Glo, 24 h; also: potency is read from the fitted curve at half-maximal effect; % of control where 0% means no effect; nearly all actives have a fitted effect of over 65% in size
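Readout is rescue of growth in alpha-synuclein-expressing yeast, so inhibitors of toxicity appear as activators. Growth after 24 hr at 30 deg C in galactose medium is quantified by luminescence.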
KB-V1 MDR tox: qHTS assay for MDR1-selective chemotherapeutics: Primary screen using the drug-selected MDR subline cells KB-V1; 3.4% of 400,000 active; Potency, µM (top dose mostly 46.1 µM), for the others: top-dose activity change, negative = cytotoxicity, hits mostly cytotoxic; KB-V1 MDR cells viability, CellTiter-Glo, 72 h; also: potency is read from the fitted curve at half-maximal effect; % is scaled to controls: 0 for no effect and ±100 for the full control effect; nearly all actives have a fitted effect of over 60% in size
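Luminescent ATP read-out (CellTiter-Glo, 10 min) measures survival of drug-selected KB-V1 MDR cells after 72 h, 37 degrees C compound exposure. Medium: phenol-red-free DMEM, 10% FBS. Values from fitted concentration-response curves.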
TDP-43 yeast inh: qHTS of TDP-43 Inhibitors | TDP-43 expressing yeast growth rescue, BacTiter-Glo, 24 h | Potency, µM (top dose mostly 46.1 µM), without a hit: at the top dose growth rescue (activation), actives largely listed as activators | 1.8% of 410,000 active | AID 652104, 2013; also: potency is read from the fitted curve at half-maximal effect; % of control where 0% means no effect; nearly all actives have a fitted effect of over 50% in size
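Galactose-induced TDP-43 yeast, OD600=0.02, compound pinned; 24 hr, 30 deg C; BacTiter-Glo luminescence for growth. Inhibitors of TDP-43 toxicity read as activators.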
* hit, by the source's call; i = inactive; ? = inconclusive; / = not tested or not shown; [ ] = remark or other dose. Unless noted, calls follow the shape of the dose curve; as a rule, active = well fitted curve in the direction sought with a large enough effect; inconclusive = small, poorly fitted or top-dose-only effect, or another doubt; inactive = no such curve, though single readings can be large; an effect the other way counts as inactive or inconclusive.

SMILES	GLP-1R agonist	GLP1R cytotox	GLP1R inv ag	DRD3 agonist	PTHR1 ag	DRD3 antagonist	aSyn rescue	KB-V1 MDR tox	TDP-43 yeast inh
CCO/N=C(/C)c1c(O)cc(-c2ccccc2)n(-c2ccccc2)c1=O	3.4%	-1.0%	-22.6%	-3.8	-3.1%	2.4	2.1%	11.8%	17.2%
Cc1cc(C)cc(Oc2ccc(NC(=O)C3CC=CCC3C(=O)O)cc2)c1 (stereo not given)	5.0%	1.5%	15.2%	7.2	-15.1%	8.5	0.4%	-15.3%	11.4%
COc1ccc(C2C(C(=O)N3CCCC3)c3cc(OC)c(OC)cc3C(=O)N2C)cc1OC (stereo not given)	-9.9%	4.5%	13.0%	-1.1	i	17.0	-0.1%	3.2%	2.0%
CC1=Nc2cc(C(=O)NC3CCCC3)ccc2Sc2ccc(Cl)cc21	/	?	1.58µM*	-14.1	-65.3%[inhibitor]	/	/	3.66µM*	-8.8%
NC(=O)CSc1nnc(NC(=O)C23CC4CC(CC(C4)C2)C3)s1	1.6%	8.3%	-8.3%	40.4*	-3.8%	10.7	-5.6%	?	9.1%
CCCn1c(NCc2cc(C)ccc2O)nc2ccccc21	1.4%	-18.6%	?	-5.3	-9.9%	-29.6	5.1%	-28.5%	8.4%
Cc1ccsc1/C=N/NC(=S)NCc1ccccc1	8.0%	0.3%[0.307 µM]	1.6%[0.307 µM]	1.6	-1.6%	6.7	8.7%	?	?
CCCCOc1cccc2c(=O)n(CC(=O)Nc3ccc4c(c3)OCCO4)ccc12	-7.2%	-0.8%	23.0%	-3.0	-21.2%	-10.1	-0.8%	?	16.9%
O=C(NC1CCCC1)C(c1ccco1)N1CCN(c2c(Cl)cncc2Cl)CC1 (stereo not given)	/	-0.1%	18.2%	-17.4	-1.9%	-12.8	-4.9%	-35.1%	2.0%
COC(=O)c1ccc2c(=O)n(CCCCCC(=O)N3CCN(c4ccc(Cl)cc4)CC3)c(=O)[nH]c2c1	/	-7.4%	2.5%	-18.5	?	/	/	3.2%	-12.8%
Cc1cc2nc3n(c2cc1C)CC1CC(C(=O)NCCC(C)C)N(C)C31 (stereo not given)	-2.0%	8.5%	14.9%	2.7	-23.7%	1.3	1.0%	1.5%	6.8%
CC(=O)N1CCC(C(=O)OCc2ccc(Cl)cc2)(c2ccccc2)CC1	10.8%	-11.0%	10µM*	25.0	-15.0%	0.0	?	-12.8%	?
Cn1nc(C(F)(F)F)c2cc(NC(=O)OCc3ccc(F)cc3)sc21	0.9%	-5.5%	?	7.1	-12.0%[57.5 µM]	9.2	0.8%	?	?
O=[N+]([O-])c1ccccc1/C=N/N1CCN(c2ccc(Cl)cc2)CC1	0.6%	-2.4%	-4.0%	2.3	-36.1%	2.1	0.4%	10.3µM*	25.1%
CCN1CCN(c2nc(SC)nc3sc4c(c23)CC(C)(C)OC4)CC1	19.9%	-8.1%	-4.5%	-8.3	i	-21.8	-1.1%	8.2µM*	-9.8%
Cc1cccc(NC(=O)CNC(=O)c2ccco2)n1	-12.8%	28.3%	62.4%[activator]	1.7	i	5.8	-11.3%	-11.7%	17.4%
O=C(CN(c1ccc(F)cc1)S(=O)(=O)c1ccccc1)NC1CCCCCC1	-15.0%	2.4%	2.8%	-7.9	-18.4%	-7.8	0.6%	/	7.1%
COC(=O)c1[nH]c(C)c(/C(O)=C2\C(=O)C(=O)N(CCN3CCOCC3)C2c2ccccc2OC)c1C (stereo not given)	-6.8%	-28.3%	-16.9%	0.5	-1.0%[57.5 µM]	-20.5	0.3%	0.0%	-10.8%
CCCn1cnc2cc(NCc3ccccc3O)ccc21	8.9%	-24.1%	9.3%	8.7	-4.3%	15.3	0.4%	-18.7%	19.1%
COc1ccc(NC(=O)COc2nc(N(C)C)nc(N(C)C)n2)cc1	1.2%	15.7%	14.8%	0.8	i	-12.3	-4.0%	-17.5%	-6.3%
Clc1ccc(/C(Cc2nc3ccccc3[nH]2)=N\Nc2ccccc2)cc1	0.8%	-10.7%	?	2.6	-95.7%[inhibitor]	-20.5	14.1%	?	-23.9%
COc1cc(/C=C/C(=O)OCC(=O)NCc2ccco2)cc(OC)c1OC	11.7%	-3.4%	54.9%[activator]	-1.4	i	-5.8	-7.8%	-4.4%	-13.2%[0.397 µM]
CCOc1ccc(N(CC(=O)NCCSCc2ccccc2)S(C)(=O)=O)cc1	11.2%	4.1%	12.4%	0.6	-19.6%	-16.4	-4.4%	?	-6.6%
Cc1ccc(/C=C2\Sc3ccccc3C2=O)s1	-6.9%	7.5%	44.2%[activator]	-1.9	-26.4%	16.6	-8.4%	13.0%	8.8%
COc1nc(Oc2ccc(=O)[nH]n2)nc(N2CCOCC2)n1	-12.1%	3.2%	7.3%	-4.8	-0.2%[57.5 µM]	10.9	0.6%	20.2%	-25.6%
COc1cc(C)c(C(=O)Oc2cc(C)c(C(=O)O)c(O)c2C)c(O)c1C(=O)O	-0.7%	2.2%	5.0%	1.6	-11.3%	5.2	1.7%	5.6%	3.6%
NC(=O)C1CCN(C(=O)C2CC(=O)N(c3ccc4c(c3)OCCO4)C2)CC1 (stereo not given)	0.9%	4.7%	11.8%	-6.4	i	2.7	-1.5%	14.4%	-5.0%
Cc1ccsc1/C=C1\CCC(C2CCCC2)C1=O (stereo not given)	7.2%	-2.1%	?	7.4	-39.0%	5.6	-9.0%	0.0%	-2.0%
CCCn1c(=O)c(C(=O)Nc2ncccc2O)c(O)c2ccccc21	0.0%	11.4%	8.8%	0.6	-67.1%[inhibitor]	4.9	-19.0%	?	22.7%
CCn1c(SCC(=O)N2c3ccccc3Sc3ccccc32)nnc1-c1ccco1	9.9%	-6.2%	-20.7%	-9.5	-5.2%[57.5 µM]	-19.0	?	-4.7%	?
CCN(CC)CCC(c1ccc2c(c1)OCO2)c1c(OC)cc(OC)c2c(-c3ccccc3)cc(=O)oc12 (stereo not given)	14.9%	?	-37.2%	-33.4	7.3%	?	5.3%	-14.4%	7.7%
Fc1cc2[nH]c(=S)[nH]c2cc1Cl	15.9%	5.8%	23.8%	5.6	i	-11.1	1.1%	3.66µM*	2.9%
CCOC(=O)N1CCN(S(=O)(=O)c2ccc(C(=O)Nc3nc4c(s3)CC(C)CC4)cc2)CC1 (stereo not given)	-17.4%	-16.3%	5.8%	0.9	i	1.3	7.3%	?	6.1%
Cc1cccc(Nc2nc3ccccc3n3c(N)nnc23)c1	/	-1.4%	2.1%	7.8	i	/	/	/	16.3%
O=S1(=O)C[C@@H](N2CC[C@@H](O)C2)[C@H](COCc2ccccc2)N1	-3.8%	0.0%	22.0%	-4.3	-12.7%	0.0	-0.3%	-2.8%	-1.1%
Nc1ccc(S(=O)(=O)C(F)(F)F)cc1N	-1.2%	1.9%	?	18.8	-4.9%	53.2	1.0%	?	/
CCOc1ccc(N(CC(=O)NCCc2ccccc2)C(=O)CCC(=O)Nc2cc(C)ccn2)cc1	11.0%	3.8%	8.5%	-1.0	-15.3%	-17.9	-2.4%	-34.8%	-15.2%
COc1ccc(C2CC(c3ccccc3)=NN2C(=O)CSc2ncccn2)cc1 (stereo not given)	10.4%	8.0%	-20.3%	0.3	-23.2%	-3.4	12.6%	0.0%	6.4%
Cc1nn(C)c(Oc2ccccc2)c1CCNC(=O)C(C)(C)C	6.3%	14.9%	-17.0%	0.6	21.4%	1.3	2.0%	4.6%	22.5%
CC(C)Cc1nn2c(=O)cc(COC(=O)c3ccccc3NC(=O)C3CCCCC3)nc2s1	/	12.3%	13.0%	-12.9	-27.3%	/	/	/	6.8%

In another format: 4 of the compounds above.
| Compound | GLP-1R agonist | GLP1R cytotox | GLP1R inv ag | DRD3 agonist | PTHR1 ag | DRD3 antagonist | aSyn rescue | KB-V1 MDR tox | TDP-43 yeast inh |
| --- | --- | --- | --- | --- | --- | --- | --- | --- | --- |
| Fc1cc2[nH]c(=S)[nH]c2cc1Cl | 15.9% | 5.8% | 23.8% | 5.6 | i | -11.1 | 1.1% | 3.66µM* | 2.9% |
| CCOC(=O)N1CCN(S(=O)(=O)c2ccc(C(=O)Nc3nc4c(s3)CC(C)CC4)cc2)CC1 (stereo not given) | -17.4% | -16.3% | 5.8% | 0.9 | i | 1.3 | 7.3% | ? | 6.1% |
| Cc1cccc(Nc2nc3ccccc3n3c(N)nnc23)c1 | / | -1.4% | 2.1% | 7.8 | i | / | / | / | 16.3% |
| O=S1(=O)C[C@@H](N2CC[C@@H](O)C2)[C@H](COCc2ccccc2)N1 | -3.8% | 0.0% | 22.0% | -4.3 | -12.7% | 0.0 | -0.3% | -2.8% | -1.1% |

Next section.
SMILES	GLP-1R agonist	GLP1R cytotox	GLP1R inv ag	DRD3 agonist	PTHR1 ag	DRD3 antagonist	aSyn rescue	KB-V1 MDR tox	TDP-43 yeast inh
Cc1ccc(C(=O)OCC(=O)Nc2cccc(S(=O)(=O)N3CCOCC3)c2)o1	-5.6%	3.7%	14.8%	1.6	-18.8%	7.4	2.5%	0.0%	13.8%
O=C(NCC(F)(F)F)c1cc2c(c(-c3cccc(-c4ccccc4F)c3)n1)[C@H](CCO)N(C(=O)CC1CC1)C2	-1.7%	?	?	-11.1	i	5.7	11.4%	16.4µM*	21.3%
C/C(=N\O)c1ccccc1C(=O)O	-11.2%	18.3%	8.0%	-2.5	-15.3%	-5.0	-13.5%	6.2%	16.3%
CC1CCCC(NC(=O)COC(=O)CCC(=O)c2cccs2)C1C (stereo not given)	-5.5%	-5.9%	10.7%	3.7	-24.3%	-5.3	8.4%	15.6%	?

A portion of the library. The share of hits here may be higher or lower than overall.
